Screens deposited in PubChem by National Center for Advancing Translational Sciences (NCATS).
a7 integrin act – activates integrin-mediated alleviation for muscular dystrophy | alpha7betagal myoblasts, beta-gal FDG fluorescence, 48 h | Potency, µM (series often up to 38.3 µM), for inactives: at the top dose activation, hits mostly activators | 350,000 compounds, 0.064% hits | AID 624291;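 note: potency is the fitted concentration of half-maximal effect; 100% = response of the positive control SU9516; nearly all actives have a fitted effect of over 60% in size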
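Alpha7betagal+/- myoblasts (passage 13) were plated 16-24 hr, then exposed to compounds (1:260 dilution of DMSO stock) for 48 hours at 37C. After MPER lysis, β-galactosidase reporter activity was read as FDG fluorescence (ex 480/em 540) after 30 minutes.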
GALK inhibitor – inhibitors of human galactokinase. P51570. Purified GALK, Kinase-Glo residual ATP luminescence. Potency, µM (doses to about 57.5 µM), for inactives: at the highest dose activity change, negative = inhibition, usual class: inhibitors. 270,000 compounds, 0.007% hits; note: potency is the fitted concentration of half-maximal effect; % is set by controls: 0 for no effect and ±100 for the full control effect
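Quantitative HTS: GALK 5 nM, ATP 35 uM, galactose 100 uM, 1 h room temperature, then luciferase-based ATP detection.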
KCNH2 3.1 block – blocks the human KCNH2 3.1 channel isoform | 340,000 compounds, 0.95% hits | activity change, % (tested at about 1.8 µM) | U2OS KCNH2 3.1, thallium flux FluxOr; active compounds read low | AID 720553;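 active = maximum activity change below -70%; inconclusive = maximum activity change from -70% to -50%; inactive = maximum activity change above -50%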;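 note: thallium influx rate constant from kinetic fluorescence after stimulation buffer; % is set by controls: 0 for no effect and ±100 for the full control effect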
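Virally transduced U2OS (3.1 isoform, 4 h infection in dark at RT) → overnight 37 C → FluxOr + Red40 in HBSS/HEPES, 45 min → stimulation buffer, 2 min kinetic read → rate constant vs DMSO controls.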
AT treatment – potential ataxia-telangiectasia treatments restoring KAP-1 phosphorylation; Potency, µM (titrated, usually from 57.5 µM), inactives show at the top dose activation, usual class: activators; […] A-T fibroblasts, KAP-1 phosphorylation AlphaLISA; neocarzinostatin DNA damage 30 min before lysis; 320,000 compounds, 0.19% hits; AID 485349; note: potency is the fitted concentration of half-maximal effect; % of control where 0% means no effect; nearly all actives have a fitted effect of over 45% in size
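hTERT-immortalized A-T patient fibroblasts ([…]), 500 cells/well in OPTI-MEM, 1% FBS, got compounds for 60 min, then NCS for 30 min at 37C. Lysates were then assayed for phospho-KAP-1 by AlphaLISA (anti-pKAP1 donor, anti-KAP1 acceptor beads), 6 hr at 25C.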
FBPA coupling cs – coupling enzyme interference in Giardia aldolase counter-screen | coupling enzyme system counterscreen, AmpLite Red fluorescence | activity change, negative = inhibition, % at 58.2 µM, hits read low | 290,000 compounds, 0.67% hits | AID 2472; in the data active = activity change below about -30%; note: % is set by controls: 0 for no effect and ±100 for the full control effect
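Compounds tested against the coupling enzymes alone at 57.5 uM final; readout was AmpLite Red fluorescence (525/598 nm) after 20 min at RT.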
TRPV1 agonist – activates the human vanilloid receptor TRPV1. Q8NER1. activation, % at 8.33 µM. 320,000 compounds, 0.19% hits. AID 540275. TRPV1-expressing cells, Fluo-8 calcium influx, agonist mode; in the data active = activation above about 80%; inconclusive = between about 30% and that limit; note: 0% is about no effect
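Cells expressing TRPV1 were dye-loaded with Fluo-8 and read kinetically: 10 s baseline, 3 min after compound (agonist portion), then 2 min after EC20 capsaicin (allosteric enhancer portion). Calcium-bound dye fluorescence at 480/520 nm.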
ASM inhibitor – blocks human secretory acid sphingomyelinase; 340,000 compounds, 0.006% hits; P17405; Potency, µM (series often up to 57.5 µM), for the others: top-dose activity change, negative = inhibition, most hits filed as inhibitors; placental ASM, HMU-PC fluorogenic substrate, 60 min; note: potency is the fitted concentration of half-maximal effect
Target sequence (P17405 47-631 limits assumed): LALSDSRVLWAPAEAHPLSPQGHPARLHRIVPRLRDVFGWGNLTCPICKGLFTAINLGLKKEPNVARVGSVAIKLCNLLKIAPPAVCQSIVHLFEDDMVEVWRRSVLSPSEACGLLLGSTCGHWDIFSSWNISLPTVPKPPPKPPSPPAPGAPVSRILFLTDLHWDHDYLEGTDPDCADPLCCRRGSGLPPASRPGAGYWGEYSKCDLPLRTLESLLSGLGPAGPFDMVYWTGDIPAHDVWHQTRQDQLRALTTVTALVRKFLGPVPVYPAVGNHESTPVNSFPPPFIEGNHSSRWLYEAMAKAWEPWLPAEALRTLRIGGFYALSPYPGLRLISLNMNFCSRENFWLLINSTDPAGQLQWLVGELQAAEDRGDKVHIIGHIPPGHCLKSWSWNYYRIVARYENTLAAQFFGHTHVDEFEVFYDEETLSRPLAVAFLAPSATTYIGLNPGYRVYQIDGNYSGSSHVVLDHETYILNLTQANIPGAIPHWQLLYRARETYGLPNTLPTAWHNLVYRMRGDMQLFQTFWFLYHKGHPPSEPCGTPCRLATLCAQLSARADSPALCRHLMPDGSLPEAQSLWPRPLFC
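HMU-PC0 cleavage (9 uM final) by human placental ASM, 60 min at 37 °C following 10 min compound exposure at RT; stopped at pH 10, fluorescence Ex 386/Em 447 nm.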
KCNH2 WT inh – KCNH2 (human, wildtype) channel inhibition; Q12809; U2OS, BacMam KCNH2, thallium flux FluxOr; active compounds read low; activity change, % at 1.84 µM; 340,000 compounds, 0.37% hits;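 active = maximum activity change below -70%; inconclusive = maximum activity change between -70% and -50%; inactive = maximum activity change above -50%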; note: % is set by controls: 0 for no effect and ±100 for the full control effect
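U2OS cells transduced with wild-type KCNH2 virus are loaded with FluxOr dye for 45 min, and thallium flux is measured in kinetic reads before and after stimulation buffer. Rate constants are normalized to DMSO controls.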
MBNL1-CUG inh – MBNL1-poly(CUG) RNA binding inhibition; Q9NR56; TR-FRET MBNL1-His/biotin-(CUG)12 binding, 665/545 ratio; Potency, µM (highest dose often 57.5 µM), without a hit: at the highest dose activity change, negative = inhibition, most hits filed as inhibitors; 280,000 compounds, 0.036% hits; AID 2675; active = well fitted inhibition curve with a large enough effect in the signal ratio, with a control signal flat, not every such curve was filed as active; inconclusive = small, poorly fitted or top-dose-only effect, or effect the other way, or a change in a side signal; inactive = no such curve, though single readings can be large or run the other way; the % refers to the signal ratio; note: potency is the fitted concentration of half-maximal effect; % is set by controls: 0 for no effect and ±100 for the full control effect
Target sequence (Q9NR56 whole entry, looked up): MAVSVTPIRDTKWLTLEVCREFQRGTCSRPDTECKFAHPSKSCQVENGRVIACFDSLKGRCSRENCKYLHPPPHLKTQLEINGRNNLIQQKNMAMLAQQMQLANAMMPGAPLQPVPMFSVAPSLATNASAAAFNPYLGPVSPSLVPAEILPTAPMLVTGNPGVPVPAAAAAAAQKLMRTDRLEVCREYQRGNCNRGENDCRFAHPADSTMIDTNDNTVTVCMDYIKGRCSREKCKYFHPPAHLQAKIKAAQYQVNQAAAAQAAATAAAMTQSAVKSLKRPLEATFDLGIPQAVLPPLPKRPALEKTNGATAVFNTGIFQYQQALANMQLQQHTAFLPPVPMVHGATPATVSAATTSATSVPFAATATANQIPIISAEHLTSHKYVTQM
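Compounds (final 92 nM to 58 uM) are added to His-tagged MBNL1 and biotin-(CUG)12, then terbium anti-His antibody and streptavidin-XL665 (5 nM final). After 60 min at room temperature, the 665/545 nm ratio is read.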
CXXC DNA block – blocks binding of human MLL CXXC domain to DNA | 290,000 compounds, 0.037% hits | Q03164 | Potency, µM (titrated, usually from 115 µM), for inactives: at the top dose activity change, negative = inhibition, most hits filed as inhibitors | MLL-CXXC / FITC-HOXA9 DNA fluorescence polarization; active = well fitted inhibition curve with a large enough effect in the polarisation, with a control signal flat, not every such curve was filed as active; inconclusive = small, poorly fitted or top-dose-only effect, or effect the other way, or a change in a side signal; inactive = no such curve, though single readings can be large or run the other way; the % refers to the polarisation; note: potency is the fitted concentration of half-maximal effect
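Steps: dispense CXXC domain solution (7 uM) → pin compounds or unlabeled HOX-A9 DNA control → 5 min ambient → add FLSN-HOX-A9 solution (50 nM) → spin → 30 min ambient → fluorescence polarization. Tris pH 7.5/NaCl/DTT/BSA buffer.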
An asterisk follows results filed as active; i = inactive; ? = inconclusive; nt = no result given; [ ] = remark or other dose. Unless noted, calls come from the whole dose curve; as a rule, active = well fitted curve in the direction sought with a large enough effect; inconclusive = small, poorly fitted or top-dose-only effect, or another doubt; inactive = no such curve, though single readings can be large; an effect the other way counts as inactive or inconclusive.

SMILES	a7 integrin act	GALK inhibitor	KCNH2 3.1 block	AT treatment	FBPA coupling cs	TRPV1 agonist	ASM inhibitor	KCNH2 WT inh	MBNL1-CUG inh	CXXC DNA block
NC(=O)COC(=O)c1cc(Cl)cc(Cl)c1N	-6%	-1%	0	3%	0	-4	452%[activator]	-2	8%	-2%
CN(Cc1nc(-c2ccncc2)no1)S(=O)(=O)c1ccccc1	-1%	2%	-5	2%	11	4	-4%	1	-1%	0%
Cc1c(NC(=O)COC(=O)c2c3c(nc4ccccc24)CCCC3)c(=O)n(-c2ccccc2)n1C	-28%	1%	3	-4%	7	3	2%	-15	nt	8%
CSc1nc(-c2cccs2)c(C#N)c(=O)[nH]1	-25%	nt	-4	-6%	11	0	19%	-133*	41%[activator]	1%
Cn1cnnc1SCC(=O)Nc1nc(-c2ccc(F)cc2)cs1	14%	0%	3	0%	1	-3	-1%	-4	-2%	0%
O=C(NCc1ccccc1Cl)C(=O)NCC1OCCCN1S(=O)(=O)c1cccs1 (stereo not drawn)	22%	6%	nt	8%	nt	-2	-13%	18	-3%	15%
Cc1ccc2cc(CN(CC3CCCO3)C(=O)c3cccs3)c(=O)[nH]c2c1 (stereo not drawn)	17%	-1%	-3	-12%	1	-1	1%	-7	-10%	21%
C/C(=N\NC(=O)c1cccc(S(=O)(=O)N2CCCC2)c1)c1cccs1	-29%	6%	-5	19%	0	2	5%	-7	2%	-4%
Cc1cc(=O)oc2cc(OC(C)C(=O)NCCCn3ccnc3)ccc12 (stereo not drawn)	22%	-1%	13	-4%	-4	1	-1%	3	0%	7%
CCCC(=O)c1ccc(N2CCN(S(=O)(=O)c3ccc(C)cc3)CC2)c(F)c1	16%	4%	-18	6%	-3	0	-3%	19	-7%	0%
CCN(C(=O)COc1cc(OC)ccc1C(C)=O)C1CCS(=O)(=O)C1 (stereo not drawn)	25%	nt	-10	-7%	nt	0	3%	15	nt	nt
COc1ccc(-c2csc(NC(=S)NC(=O)c3ccccc3)n2)cc1Br	23%	4%	-2	-9%	6	3	-1%	-9	5%	5%
Cc1ccc(-c2nc(=S)c3c(n2Cc2ccco2)CCCC3)cc1	-30%	0%	-5	-22%	4	3	-10%	6	10%	-2%
COc1ccccc1C(=O)c1ccccc1C(=O)c1ccccc1	-9%	nt	-23	nt	nt	nt	-1%	-2	nt	nt
CC1Oc2cc3oc4c(O)c5c(cc4c(=O)c3c(O)c2C1(C)C)C=CC(C)(C)O5 (stereo not drawn)	12%	nt	2	nt	nt	nt	?	3	nt	nt
CC(C)CN(CC(C)C)S(=O)(=O)N1CCC(C(=O)NCCc2ccc(Cl)cc2)CC1	-9%	-2%	-3	-5%	1	0	-6%	-8	-3%	-3%
CCOC(=O)c1sc2nc(C)nc(Nc3ccc(OC)c(OC)c3)c2c1C	6%	3%	9	4%	12	-5	22%	16	0%	5%
CC(C)(C)NC(=O)C(=O)NNC(=O)c1cccc(F)c1	0%	5%	-45	-1%	-3	7	-3%	9	0%	18%
Cc1cc(Oc2ccc(Cl)cc2)nc(-c2ccccn2)n1	-39%	0%	2	7%	1	3	5%	2	-9%	2%
COc1ccc(/C=N/NC(N)=S)cc1OC(=O)c1ccccc1	-6%	-2%	-13	2%	-2	2	-13%	-4	5%	17%
O=C(CCC(=O)N1CCN(c2ccc(F)cc2)CC1)c1ccc(F)cc1	4%	nt	-8	-7%	2	?	-3%	0	-6%	-8%
O=C(Cn1cc(S(=O)(=O)N2CCCC2)c(S(=O)(=O)N2CCCC2)c1)NCc1ccco1	15%	6%	20	3%	nt	-4	3%	3	-3%	10%
CCCCc1nnc(NC(=O)c2oc3ccc(OC)cc3c2C)s1	5%	nt	-11	0%	nt	-2	-1%	6	nt	nt
CCN(Cc1ccccc1)C(=O)c1ccc2c(=O)n3c(nc2c1)CCC3	-2%	nt	11	nt	nt	-6	6%	-2	nt	nt
CCCCCN(C(=O)CCC(=O)OCC(=O)N(C)C1CCCCC1)c1c(N)n(CCCC)c(=O)[nH]c1=O	-1%	nt	4	-2%	nt	2	nt	-3	nt	nt

3 entries from above, arranged by the value under CXXC DNA block, high to low.
Compound	a7 integrin act	GALK inhibitor	TRPV1 agonist	ASM inhibitor	MBNL1-CUG inh	CXXC DNA block
O=C(NCc1ccccc1Cl)C(=O)NCC1OCCCN1S(=O)(=O)c1cccs1 (stereo not drawn)	22%	6%	-2	-13%	-3%	15%
CSc1nc(-c2cccs2)c(C#N)c(=O)[nH]1	-25%	nt	0	19%	41%[activator]	1%
CCCC(=O)c1ccc(N2CCN(S(=O)(=O)c3ccc(C)cc3)CC2)c(F)c1	16%	4%	0	-3%	-7%	0%

Returning to the listing, repeating the six entries before the break.
SMILES	a7 integrin act	GALK inhibitor	KCNH2 3.1 block	AT treatment	FBPA coupling cs	TRPV1 agonist	ASM inhibitor	KCNH2 WT inh	MBNL1-CUG inh	CXXC DNA block
COc1ccc(/C=N/NC(N)=S)cc1OC(=O)c1ccccc1	-6%	-2%	-13	2%	-2	2	-13%	-4	5%	17%
O=C(CCC(=O)N1CCN(c2ccc(F)cc2)CC1)c1ccc(F)cc1	4%	nt	-8	-7%	2	?	-3%	0	-6%	-8%
O=C(Cn1cc(S(=O)(=O)N2CCCC2)c(S(=O)(=O)N2CCCC2)c1)NCc1ccco1	15%	6%	20	3%	nt	-4	3%	3	-3%	10%
CCCCc1nnc(NC(=O)c2oc3ccc(OC)cc3c2C)s1	5%	nt	-11	0%	nt	-2	-1%	6	nt	nt
CCN(Cc1ccccc1)C(=O)c1ccc2c(=O)n3c(nc2c1)CCC3	-2%	nt	11	nt	nt	-6	6%	-2	nt	nt
CCCCCN(C(=O)CCC(=O)OCC(=O)N(C)C1CCCCC1)c1c(N)n(CCCC)c(=O)[nH]c1=O	-1%	nt	4	-2%	nt	2	nt	-3	nt	nt
Cc1ccc(NC(=O)CSCC(=O)NC2=NCCS2)cc1	5%	nt	2	1%	nt	-1	4%	-4	nt	nt
CC(=O)c1c(C)[nH]c(C(=O)CN2CCN(S(=O)(=O)c3ccccc3F)CC2)c1C	-13%	nt	1	-6%	nt	nt	-2%	-22	nt	nt
COC(=O)c1ccc2c(=O)n3c(nc2c1)SCC(c1ccccc1)=N3	8%	2%	-14	22%	-1	nt	6%	-6	?	13%
O=C(NCc1ccccc1OC(F)(F)F)C1CCC(=O)N(Cc2cccc(F)c2)C1 (stereo not drawn)	-5%	0%	-10	5%	4	9	-3%	-1	1%	-6%
Cc1ccc(CNC(=O)CN2CCC(C(N)=O)CC2)cc1	15%	7%	3	6%	-2	-1	6%	-5	3%	-2%
O=S(=O)(c1ccccc1)N1CCN(C(=S)NCCCN2CCOCC2)CC1	13%	1%	-11	-1%	0	2	-3%	6	2%	7%
CCN1C(=O)N(C(C)=O)C2C1N(C(C)=O)C(=O)N2C(C)=O (stereo not drawn)	-21%	5%	3	2%	3	0	-2%	5	4%	-4%
CCCN(C(=O)CSc1ncnc2sccc12)c1c(N)n(Cc2ccccc2)c(=O)[nH]c1=O	0%	nt	-8	-3%	nt	4	2%	2	nt	nt
Cn1cnc([N+](=O)[O-])c1Sc1ncccc1N	-9%	-4%	1	3%	1	-3	6%	19	?	5%
Cc1cc(C(=O)OC(C(=O)Nc2cccc(C(F)(F)F)c2)c2ccccc2)c(C)o1 (stereo not drawn)	-29%	-3%	9	9%	-2	9	-7%	10	-6%	5%
CCOCc1c(C(=O)N2CCN(CC(=O)Nc3ccc(F)cc3)CC2)oc2ccccc12	0%	nt	?	-4%	nt	23	nt	8	nt	nt
CN(C)c1cccc(C(=O)OCc2cc(=O)oc3cc(O)ccc23)c1	19%	-1%	12	0%	7	25	i	-8	8%	9%
Cc1noc(NS(=O)(=O)c2ccc(NC(=O)Nc3ccc(Cl)c(Cl)c3)cc2)c1C	26%	-5%	-10	-5%	8	2	-13%	-8	6%	1%
Cc1cc(=O)nc2c3ccccc3n(CC(=O)NCCCN3CCCC3=O)n12	-41%	1%	-22	-12%	nt	-2	3%	-13	-7%	4%
O=[N+]([O-])c1ccc2nc(-c3ccccc3[N+](=O)[O-])[nH]c2c1	-23%	-3%	-9	-1%	0	28	-1%	-1	?	7%
C=CCc1c(C)nc(C)nc1N/N=C/c1ccc([N+](=O)[O-])cc1	-16%	1%	5	4%	-7	-3	-10%	-2	?	25%

Single records, from the list above. Order of values: a7 integrin act | GALK inhibitor | KCNH2 3.1 block | AT treatment | FBPA coupling cs | TRPV1 agonist | ASM inhibitor | KCNH2 WT inh | MBNL1-CUG inh | CXXC DNA block
Shown for Cc1cc(=O)nc2c3ccccc3n(CC(=O)NCCCN3CCCC3=O)n12 → -41% | 1% | -22 | -12% | nt | -2 | 3% | -13 | -7% | 4%
Shown for O=S(=O)(c1ccccc1)N1CCN(C(=S)NCCCN2CCOCC2)CC1 → 13% | 1% | -11 | -1% | 0 | 2 | -3% | 6 | 2% | 7%
